Assay outcomes deposited in PubChem by National Center for Advancing Translational Sciences (NCATS).
GLP-1R agonist = GLP-1 receptor (human) agonism; P43220; HEK293 GLP-1R CRE-luciferase, luminescence, 4-6 h; cells express a hypersensitive GLP-1R form; Potency, µM (highest dose often 45.6 µM), inactives show at the top dose activation, most hits filed as activators; hit rate 0.007% among 380,000; AID 624172; further: potency means the concentration at half of the fitted maximal effect; % of control where 0% means no effect
Target sequence (P43220 whole entry, looked up): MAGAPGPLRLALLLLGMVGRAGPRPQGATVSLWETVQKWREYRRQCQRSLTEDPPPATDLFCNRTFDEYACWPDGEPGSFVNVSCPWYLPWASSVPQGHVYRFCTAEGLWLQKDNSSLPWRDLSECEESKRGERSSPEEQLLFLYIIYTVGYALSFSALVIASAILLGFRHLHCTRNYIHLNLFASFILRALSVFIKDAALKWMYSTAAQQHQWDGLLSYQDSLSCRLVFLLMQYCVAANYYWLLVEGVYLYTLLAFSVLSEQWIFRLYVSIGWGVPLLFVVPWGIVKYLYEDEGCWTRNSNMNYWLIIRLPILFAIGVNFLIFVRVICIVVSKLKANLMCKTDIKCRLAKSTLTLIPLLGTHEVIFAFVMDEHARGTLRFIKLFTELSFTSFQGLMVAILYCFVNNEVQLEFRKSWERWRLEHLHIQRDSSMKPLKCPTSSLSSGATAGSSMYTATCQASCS
D3 antag = D3 dopamine receptor (human) antagonism; P35462; hit rate 2.5% among 360,000; max response, negative = inhibition, %; D3R cells, DiscoveRx beta-arrestin luminescence, antagonist mode; active compounds read low; in the data active means max response below about -50%; inconclusive means no clear call, values can overlap the other calls; further: on the % scale 0 is the no-effect control and ±100 the full control effect; mostly tested at two doses, the higher about 12 µM
Target sequence (P35462 whole entry, looked up): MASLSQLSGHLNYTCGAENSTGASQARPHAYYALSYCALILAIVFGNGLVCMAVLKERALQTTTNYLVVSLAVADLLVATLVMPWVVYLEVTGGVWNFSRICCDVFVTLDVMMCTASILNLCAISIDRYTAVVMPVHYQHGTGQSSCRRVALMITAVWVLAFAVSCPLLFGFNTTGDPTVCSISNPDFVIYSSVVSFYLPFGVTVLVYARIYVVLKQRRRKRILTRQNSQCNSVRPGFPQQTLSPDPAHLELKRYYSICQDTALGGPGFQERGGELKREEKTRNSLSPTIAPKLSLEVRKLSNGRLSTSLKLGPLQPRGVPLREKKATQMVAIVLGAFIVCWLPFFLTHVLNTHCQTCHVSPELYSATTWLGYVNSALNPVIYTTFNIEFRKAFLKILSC
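Cells plated overnight at 1500 cells/well, then exposed to library compounds with dopamine controls for 90 minutes at 37 degrees C. DiscoveRx reagent added for 30–60 minutes at room temperature; luminescence read, quantitative HTS format.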
IL1B secr inh = inflammasome signaling inhibition, IL-1 beta readout; THP-1 LPS/ATP IL-1B secretion, AlphaLISA, 16 h; active compounds read low; hit rate 4.7% among 360,000; activity change, % at 57.5 µM; in the data active means activity change below about -50%; inconclusive means mostly about -30% to -49%; further: on the % scale 0 is the no-effect control and ±100 the full control effect
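Secreted IL-1B measured by AlphaLISA bead assay after 16 h compound exposure of THP-1 cells; compounds (final up to 57.5 uM) added 1 h before LPS (250 ng/mL) and ATP (1.25 mM) stimulation; lower signal means less secretion.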
SW480 rereplic = induces DNA re-replication in SW480 colon adenocarcinoma cells. SW480 DNA re-replication, Hoechst DNA content imaging, 48 h. Potency, µM (doses to about 46.1 µM), inactives show top-dose re-replication activation, usual class: activators. hit rate 1.8% among 340,000; further: potency means the concentration at half of the fitted maximal effect; % of control where 0% means no effect; nearly all actives have a fitted effect of over 55% in size
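SW480 cells exposed to compounds for 48 hr at 37 C, 5% CO2, then Hoechst-stained 40 min. Nuclear DNA content imaged by fluorescence scanning (405 nm excitation, 500-530 nm emission); re-replication scored as increased high-intensity nuclei.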
DRD3 agonist = activates the human D3 dopamine receptor. P35462. D3R DiscoveRx beta-arrestin cells, luminescence, 90 min. max activation, %. hit rate 0.58% among 410,000. AID 652048; in the data active means max activation above about 30%; further: 0% is about no effect; mostly tested at two doses, the higher about 12 µM
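Cells at 1500/well, incubated overnight, then treated with pinned compounds (dopamine as control) for 90 min at 37 degrees C. DiscoveRx reagent added for 30 - 60 minutes at room temperature; luminescence read.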
KB-3-1 cytotox = kills parental KB-3-1 adenocarcinoma cells | KB-3-1 viability, CellTiter-Glo ATP luminescence, 72 h | Potency, µM (highest dose often 46.1 µM), for inactives: at the top dose activity change, negative = cytotoxic, actives largely listed as cytotoxic | hit rate 1.4% among 400,000 | AID 1347075; further: potency means the concentration at half of the fitted maximal effect; on the % scale 0 is the no-effect control and ±100 the full control effect; nearly all actives have a fitted effect of over 60% in size
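Here the drug-naive KB-3-1 line serves as comparator for MDR sub-line selectivity; cells received compound titrations, 72 h at 37 °C, then CellTiter-Glo readout.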
KB-V1 cytotox = kills drug-selected multidrug resistant KB-V1 cells | KB-V1 MDR cells viability, CellTiter-Glo, 72 h | hit rate 3.4% among 400,000 | AID 1347076 | Potency, µM (highest dose often 46.1 µM), for inactives: top-dose activity change, negative = cytotoxicity, most hits filed as cytotoxic; further: potency means the concentration at half of the fitted maximal effect; on the % scale 0 is the no-effect control and ±100 the full control effect; nearly all actives have a fitted effect of over 60% in size
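Cytotoxicity via CellTiter-Glo luminescence after 72 h compound exposure at 37 degrees C. Cells: drug-selected KB-V1 line, DMEM phenol-red free plus 10% FBS. Compounds tested at multiple concentrations; normalized data fitted to concentration-effect curves.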
HT1080-NT tox = kills 2HG-producing HT-1080-NT fibrosarcoma cells; HT-1080-NT fibrosarcoma viability, CellTiter-Glo ATP luminescence, 48 h; Potency, µM (highest dose often 46.1 µM), for inactives: top-dose activity, negative = less viability, most hits filed as cytotoxic; hit rate 1.6% among 360,000;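 further: NT is the 2HG producing partner of a matched IDH1 knockdown line; potency means the concentration at half of the fitted maximal effect; 0% = DMSO-treated cells and -100% = media-only wells without cells; nearly all actives have a fitted effect of over 55% in size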
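Compounds were tested in concentration-response format on HT-1080-NT cells for 48 hours at 37 degrees C. Cell viability came from CellTiter-Glo luminescence; curves were classified by r2, response magnitude and activity.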
HT1080 IDH1KD tx = kills HT-1080 cells with IDH1 knockdown. HT-1080 IDH1 knockdown viability, ATP luminescence, 48 h. Potency, µM (titrated, usually from 46.1 µM), without a hit: top-dose activity, negative = toxicity, actives largely listed as cytotoxic. hit rate 2% among 360,000;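 further: potency means the concentration at half of the fitted maximal effect; 0% = DMSO wells and -100% = cell-free medium wells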
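In this qHTS, HT-1080 cells depleted of IDH1 are exposed for 48 h at 37 °C to compound titrations. Toxicity is scored from CellTiter-Glo luminescence, with DMSO as full viability and medium alone as none.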
* hit, by the source's call; ? = inconclusive; . = no result given; & = joins results of further samples; [ ] = another dose, or the depositor's remark. Unless noted, the call rests on the fitted dose curve; in most records, active means well fitted curve in the direction sought with a large enough effect; inconclusive means small, poorly fitted or top-dose-only effect, or another doubt; inactive means no such curve, though single readings can be large; an effect the other way counts as inactive or inconclusive. Rows are unselected; overall some 12% were active at least once.

SMILES	GLP-1R agonist	D3 antag	IL1B secr inh	SW480 rereplic	DRD3 agonist	KB-3-1 cytotox	KB-V1 cytotox	HT1080-NT tox	HT1080 IDH1KD tx
O=C(Nc1ccccc1)c1ccc(S(=O)(=O)N2CCCC2)cc1	8%	-6	-13	-6%	-16	1%	-15%	-4%	8%
CCOc1ccc(-n2c(Cc3cc(=O)[nH]c(=O)[nH]3)nnc2SCC(N)=O)cc1	0%	8	-1	-4%	4	-4%	8%	-19%	-2%
COc1cccc(-c2cnc(C(O)c3c(C)ccc4ccccc34)[nH]2)c1 (centres undefined)	-7%	-2	32	.	0	-10%	-19%	-10%	-5%
CCCCn1c(CN(C)Cc2ccccc2)nc2c1c(=O)n(C)c(=O)n2C	14%	67	-13	-10%	10	?	2.3µM*	-9%	-13%
O=C1c2ccc(Oc3ccc4c(c3)C(=O)N(CCCO)C4=O)cc2C(=O)N1CCCO	3%	-2	-16	-1%	7	5%	-2%	11%	13%
Clc1ccc(COn2c(-c3ccc(Cl)cc3)nc3ccccc32)cc1	0%	8	-26	?	-30	3%	18µM*	-5%	8%
CCCOc1ccc(/C=C/C(=O)Nc2ccc([N+](=O)[O-])cc2C)cc1	-5%	12	-10	-1%	0	3%	-1%	17%	10%
CCCNS(=O)(=O)/C=C/c1ccccc1	1%	-17	-3	-12%	-7	5%	-2%	14%	1%
Cc1ccc(N2CCN(S(=O)(=O)c3cccc4ccccc34)CC2)cc1Cl	-2%	.	.	.	-13	-1%	10%	.	.
COc1ccccc1NC(=O)C1CCCN(S(=O)(=O)c2ccc(-n3cnnn3)cc2)C1 (centres undefined)	11%	3	-3	-4%	4	-1%	24%	0%	7%
CC1=C(c2ccc(C)cc2)[N+](=O)C(C)(C)N1[O-]	-1%	19	37	2%	4	4%	11%	0%	12%
CC(=O)NS(=O)(=O)c1ccc(N=NN2CCCCCC2)cc1	0%	9	9	1%	-5	-3%	-1%	-2%	-2%
Cc1cccc(N2C(=O)CSC23C(=O)N(CC(=O)NCCc2ccccc2)c2ccccc23)c1 (centres undefined)	-5%	.	.	.	-14	-7%	-36%	.	.
O=C(Cc1ccccc1)Nc1ccc(NC(=O)c2ccc(Br)cc2)cc1	1%	20	5	2%	2	1%	?	19%	8%
Cc1ccc(Nc2nc3nonc3[nH]c2=O)cc1Cl	0%	?	-17	?	-4	-19%	-3%	?	?
Cc1cc(NC(=O)CSc2nnc(NC(=O)C3CC(=O)N(c4ccccc4C)C3)s2)no1 (centres undefined)	-3%	10	12	-4%	-2	10%	6%	1%	18%
Cc1ccccc1NC(=O)CSc1nnc(C)c2ccccc12	21%	7	-69*	0%	3	2%	-1%	3%	0%
Cc1cc(C(F)(F)F)nc(SCCN2CCCCC2)c1C#N	1%	-16	10	1%	-5	-8%	?	-2%	2%
CCC1CCCCN1CCCNC(=O)C1CCC(=O)N1Cc1ccc(C)cc1 (centres undefined)	14%	43	-1	1%	-9	7%	12%	10%	17%
CCC(C)(C(=O)NC1CCCC1)N(Cc1cccs1)C(=O)Cc1cccs1 (centres undefined)	-7%	-3	0	-5%[9.22 µM]	0	7%	?	14%	10%
O=S1(=O)CC(O)C(Nc2ccccc2Cl)C1 (centres undefined)	0%	15	8	-1%	-1	-1%	-11%	8%	8%
Cc1onc(-c2c(Cl)cccc2Cl)c1C(=O)NCCCN1CCOCC1	0%	1	13	-6%	-22	-8%	0%	8%	6%
COc1ccc(-c2cn(CCO)c(CCN)n2)cc1	-3%	?	15	-12%	1	11%	?	13%	5%
Cc1ccc(NC(=O)CCN2CCN(C/C=C/c3ccccc3)CC2)cc1	0%	-53*	?	?	-7	-23%	-14%	-25%	-26%
COc1ccc(CC(C)NS(=O)(=O)c2ccc3c(c2)CCN3S(C)(=O)=O)cc1OC (centres undefined)	-1%&28%	-7	12	2%	3&3	-7%&-23%	?	-6%	0%
COCCN(CC1CCCN(C2Cc3ccccc3C2)C1)C(=O)CSC (centres undefined)	3%	-3	-3	-5%	-4	0%	18%	-8%	4%
Cc1ccccc1NC(=O)CSc1nnc(-c2ccccn2)o1	-4%	-20	11	12%	-2	0%	0%	-5%	-5%
Cc1ccc(-c2nc(NCc3ccco3)n(C(=O)c3ccco3)n2)cc1	-7%	-5	-9	-3%	4	20%	?	?	1%
CC(=O)Nc1ccc(C2(O)COc3ccccc3O2)cc1 (centres undefined)	-2%	-3	2	4%	-8	-18%	1%	-3%	-4%
O=C(CCOc1ccccc1)Nc1ccc(Cl)c(S(=O)(=O)N2CCOCC2)c1	-2%	8	-72*	0%	4	-10%	-7%	5%	-9%
Cc1ccc(CNC(=O)COc2ccc(S(=O)(=O)NC(C)C)cc2)cc1	-1%	-13	7	-4%	-28	5%	-41%	-7%	-1%
O=C(Cn1c(=O)[nH]c2ccccc2c1=O)N1CCN(Cc2ccc3c(c2)OCO3)CC1	-4%	-5	7	19%	-1	-21%	4%	0%	-2%
Cc1ccc(-c2nnc(SCC(=O)NNC(=O)COc3ccccc3C)n2C)cc1	6%	14	-10	-6%	0	4%	16%	5%	7%
[O-][n+]1c2c(c3c4non(O)c4ccc31)CCCC2	-1%	-10	-61*	13%	5	-25%	-3%	?	4%[9.24 µM]
COc1cccc(NC(=O)NCCc2ccc(Cl)cc2)c1	10%	-1	-7	-9%	13	?	?	0%	-2%
CC(C)N1CCC(C)(C(=O)Nc2cccc(Oc3ccccc3)c2)C1 (centres undefined)	-6%	38	5	.	5	0%	1%	?	-14%
Cc1ccc(S(=O)(=O)N/N=C/c2cc(Br)c(C)o2)cc1	1%	-6	12	-7%	-6	12%	5%	5%	15%[9.24 µM]
COc1cc(OC)cc(C(=O)N2CCC(n3c(C)nc4cc(F)ccc43)CC2)c1	7%	18	4	-14%	8	17%	8%	-17%	-6%
CN(C)c1cccc(C(=O)NCc2ccccc2)c1	10%	-5	-9	0%	-3	-2%	?	6%	7%
O=C(Cc1cccs1)N(Cc1ccco1)C1(C(=O)NC2CCCCC2)CCCCC1	-7%	8	?	5%	-5	-28%	?	5%	13%
CCCn1c(N)c(C(=O)CN(C)CC(=O)Nc2ccc(F)cc2)c(=O)[nH]c1=O	10%	0	0	8%	6	0%	-6%	4%	2%
CCOC(=O)[C@]12CCC=C1N(CCC1=CCCCC1)C(=O)[C@H](CC(=O)NCc1cccc(C(F)(F)F)c1)C2	2%	40	-21	.	2	-5%	?	-27%	-5%
COc1ccc([N+](=O)[O-])cc1NC(=S)NC(NC(=O)Cc1ccc(OC)c(OC)c1)C(Cl)(Cl)Cl (centres undefined)	-5%	-93*	-16	3%	-12	-6%	8%	?	-30%
CC(C)(C)n1ncc2c(=O)n(CC(=O)NCc3ccccc3Cl)cnc21	-28%	-2	9	-1%	-10	-8%	-33%	0%	-1%
CC(C)(C)OC(=O)N1CCC(NC(=O)c2nc[nH]c2C(=O)N2CCc3ccccc3C2)CC1	-1%	0	11	-1%	-2	0%	0%	17%	16%
COc1ccc2[nH]c(C(=O)N/N=C/c3ccc(O)cc3O)cc2c1	-4%	23	102	1%	3	-3%	-6%	?	2.3µM*
C/C(=N\NC(=O)C1COc2ccccc2O1)c1ccc(C)o1 (centres undefined)	2%	-9	17	0%	-5	11%	14%	-4%	-1%
COC(=O)[C@@]12C[C@@H](CC(=O)N3CCC(c4ccccc4)CC3)C(=O)N(CCc3ccc(OC)c(OC)c3)C1=CCC(C)(C)C2	.	-18	0	.	0	-16%	?	-28%	-21%

11 of these compounds in a different format.
The line under a structure holds: GLP-1R agonist, D3 antag, IL1B secr inh, SW480 rereplic, DRD3 agonist, KB-3-1 cytotox, KB-V1 cytotox, HT1080-NT tox, HT1080 IDH1KD tx
COc1cc(OC)cc(C(=O)N2CCC(n3c(C)nc4cc(F)ccc43)CC2)c1
 : 7%, 18, 4, -14%, 8, 17%, 8%, -17%, -6%
CN(C)c1cccc(C(=O)NCc2ccccc2)c1
 : 10%, -5, -9, 0%, -3, -2%, ?, 6%, 7%
O=C(Cc1cccs1)N(Cc1ccco1)C1(C(=O)NC2CCCCC2)CCCCC1
 : -7%, 8, ?, 5%, -5, -28%, ?, 5%, 13%
CCCn1c(N)c(C(=O)CN(C)CC(=O)Nc2ccc(F)cc2)c(=O)[nH]c1=O
 : 10%, 0, 0, 8%, 6, 0%, -6%, 4%, 2%
CCOC(=O)[C@]12CCC=C1N(CCC1=CCCCC1)C(=O)[C@H](CC(=O)NCc1cccc(C(F)(F)F)c1)C2
 : 2%, 40, -21, ., 2, -5%, ?, -27%, -5%
COc1ccc([N+](=O)[O-])cc1NC(=S)NC(NC(=O)Cc1ccc(OC)c(OC)c1)C(Cl)(Cl)Cl (centres undefined)
 : -5%, -93*, -16, 3%, -12, -6%, 8%, ?, -30%
CC(C)(C)n1ncc2c(=O)n(CC(=O)NCc3ccccc3Cl)cnc21
 : -28%, -2, 9, -1%, -10, -8%, -33%, 0%, -1%
CC(C)(C)OC(=O)N1CCC(NC(=O)c2nc[nH]c2C(=O)N2CCc3ccccc3C2)CC1
 : -1%, 0, 11, -1%, -2, 0%, 0%, 17%, 16%
COc1ccc2[nH]c(C(=O)N/N=C/c3ccc(O)cc3O)cc2c1
 : -4%, 23, 102, 1%, 3, -3%, -6%, ?, 2.3µM*
C/C(=N\NC(=O)C1COc2ccccc2O1)c1ccc(C)o1 (centres undefined)
 : 2%, -9, 17, 0%, -5, 11%, 14%, -4%, -1%
COC(=O)[C@@]12C[C@@H](CC(=O)N3CCC(c4ccccc4)CC3)C(=O)N(CCc3ccc(OC)c(OC)c3)C1=CCC(C)(C)C2
 : ., -18, 0, ., 0, -16%, ?, -28%, -21%
